# Screening results from PubChem.
# T cell modulator – modulates CD8 T cell binding to vesicles. 330,000 compounds, 0.068% hits. calls only at 7 µM. AID 2052. 2C CD8+ T cell-vesicle binding, flow cytometry; hits give low values;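 active = response, share of CD8 T cells binding vesicles, and their 90th percentile fluorescence all below set limits, cut at about 80% in these data, passing the limit was not always enough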
#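 Material: murine 2C transgenic CD8+ T lymphocytes / Also added: QL9-peptide-loaded Drosophila micro-vesicles bearing Ld, ICAM-1 and B7-1 / Schedule: binding step 1.5 h, 37 °C, antibody labelling 20 min, ice / Signal: flow cytometry, PE anti-B7-1 (FL2) versus Alexa647 anti-CD8 (FL8), PFA-fixed / Evaluation: percent CD8+ FL2 mean versus row control / Benchmarks: naked versus QL9-loaded vesicles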
# HEK293 NOD2/NF-kB – NOD2 signaling inhibitors, cell-based, luminescence, uHTS, HEK293 (AID 1566); HEK293 NOD2/NF-kB luciferase reporter, luminescence; higher % means a stronger effect; inhibition, % at 4 µM, or EC50 in µM where a hit was titrated; 290,000 compounds, 0.63% hits; also: many of its hits are not listed in these tables
# NOD1 inhibition – NOD1 signaling inhibitors, primary screen, cell-based, luminescence, uHTS (AID 1578). NOD1-driven NF-kB luciferase reporter cells, luminescence; higher % means a stronger effect. inhibition, % at 4 µM, or EC50 in µM where a hit was titrated. 290,000 compounds, 1% hits; in the data active = inhibition mostly above about 36%, no sharp cut-off; inactive = mostly below about 34%;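 also: HEK-293T reporter cells stimulated with the NOD1 agonist gamma-tri-DAP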
# KOR beta-arrestin-1 – KOR agonists, beta-arrestin recruitment, primary screen, cell-based, luminescence, uHTS (AID 1777); KOR beta-arrestin recruitment, luminescence; higher % means a stronger effect; one-dose activation, % at 10 µM; EC50 in µM for titrated hits; 280,000 compounds, 0.02% hits; in the data active = activation above about 50%, passing the limit was not always enough; also: a part of the inactive calls stands beside numbers as strong as those of hits
# Myeloid diff 2 – myeloid differentiation induction; AID 624256; calls only at 10 µM; 360,000 compounds, 1% hits; ER-HoxA9 myeloid progenitors, lysozyme-GFP differentiation, flow cytometry;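 active = normalized GFP-positive differentiation at or above the plate's own cutoff, the solvent-only control mean plus 3 SD; inconclusive = no clear call, values can overlap the other calls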;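 also: cells exposed to compound for four days before flow analysis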
# NTR1 agonist – agonists of NTR1, primary screen, imaging, U2OS cells, beta-arrestin-GFP, high content (AID 493036). NTR1-U2OS beta-arrestin-GFP spot imaging, agonist mode. activation, % at 20 µM. P30989. 330,000 compounds, 0.17% hits;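 active = activation at or above 40% of the spot to cytoplasm intensity ratio, with at least 20 cells analyzed; inconclusive = wells under 20 cells, flagged as cytotoxic or low count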;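 also: 0% = DMSO without peptide and 100% = 100 nM NTR1 peptide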
# Target sequence (P30989 whole entry, looked up): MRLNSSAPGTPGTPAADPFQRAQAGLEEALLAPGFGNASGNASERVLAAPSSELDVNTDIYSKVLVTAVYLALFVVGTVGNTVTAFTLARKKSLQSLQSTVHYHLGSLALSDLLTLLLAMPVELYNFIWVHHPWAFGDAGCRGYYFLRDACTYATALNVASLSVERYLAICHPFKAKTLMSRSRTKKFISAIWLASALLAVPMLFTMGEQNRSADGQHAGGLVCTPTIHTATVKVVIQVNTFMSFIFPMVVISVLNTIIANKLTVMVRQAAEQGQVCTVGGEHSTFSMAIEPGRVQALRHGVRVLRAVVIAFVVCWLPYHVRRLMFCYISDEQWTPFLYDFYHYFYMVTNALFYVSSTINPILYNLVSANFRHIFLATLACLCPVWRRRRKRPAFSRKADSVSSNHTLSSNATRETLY
# GPR55 antagonists – GPR55 antagonists blocking LPI-driven arrestin recruitment, primary screen, imaging, U2OS, beta-arrestin-GFP, LPI agonist (AID 2013); U2OS GPR55 beta-arrestin-GFP translocation imaging, LPI antagonism; higher % means a stronger effect; one-dose inhibition, % at 10 µM; IC50 in µM for titrated hits; 290,000 compounds, 0.13% hits;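 active = spots per cell inhibited over 60%, with over 100 cells counted and total cytoplasm intensity under 500,000; inconclusive = wells with under 100 cells, flagged as likely toxic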;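 also: U2OS cells stably carrying GPR55 and arrestin-GFP stimulated by 5 µM LPI near EC80; imaged beta-arrestin-GFP aggregate spots per cell after agonist stimulation; plate controls were LPI-stimulated DMSO wells for no effect and DMSO wells without LPI for full effect; some results filed as inactive read as strong as hits; confirmed hits need IC50 under 10 µM and bright autofluorescent wells are also inconclusive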
# GPR55 beta-arrestin – GPR55 agonists via beta-arrestin recruitment, primary screen, imaging, U2OS cells, beta-arrestin-GFP redistribution (AID 1961). U2OS GPR55 beta-arrestin-GFP redistribution imaging; higher % means a stronger effect. activation, % at 10 µM; hits with a dose series show EC50 in µM. 290,000 compounds, 0.048% hits;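 active = activation above 40% with more than 50 cells counted in the well; inconclusive = wells holding fewer than 50 cells, flagged as toxic or sparse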;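 also: U2OS osteosarcoma cells stably expressing GPR55 and beta-arrestin-GFP; plate controls were DMSO negative control for no effect and LPI positive control for full effect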
# KOR beta-arrestin-2 – kappa opioid receptor blockers – cell-based, luminescence, uHTS (AID 1778). 290,000 compounds, 0.091% hits. one-dose inhibition, % at 10 µM; IC50 in µM for titrated hits. KOR beta-arrestin recruitment, luminescence, antagonist mode; higher % means a stronger effect; also: strong numbers were not always called active
# T cell modulator vesicle-bound % – also measured in T cell modulator; calls as there; double positive events, %; measured here: CD8+ vesicle-bound cell fraction;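 binding gate set so that unloaded-vesicle control wells show 10% double positive cells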
# NTR1 agonist cell count 20 µM – further read-out of NTR1 agonist, marked with its call; cell count; measured here: cell count, cytotoxicity flag
# Myeloid diff 2 GFP+ MAC1+ % – further read-out of Myeloid diff 2, marked with its call; GFP+ MAC1+ double positive, %; measured here: differentiation confirmed by MAC1 staining
# Numbers without * were called inactive; i = inactive; ? = inconclusive; · = no result given; [ ] = dose if it differs, or a comment. Rule as the data show it, unless noted: active = inhibition above about 50%; inactive = the rest. An excerpt; rates above refer to the full screens.
SMILES,T cell modulator,T cell modulator vesicle-bound %,HEK293 NOD2/NF-kB,NOD1 inhibition,KOR beta-arrestin-1,Myeloid diff 2,Myeloid diff 2 GFP+ MAC1+ %,NTR1 agonist,NTR1 agonist cell count 20 µM,GPR55 antagonists,GPR55 beta-arrestin,KOR beta-arrestin-2
COc1ccc2cc(C(=O)N3CCN(c4ccccc4OC)CC3)[nH]c2c1,i,43,30%,-6%,-7.8%,i,0.6,1.8,62,11%,0.0%,-6%
N#C/C(=C/c1ccc2c(c1)OCO2)C(=O)Nc1ccc(O)cc1,i,41,-28%,-37%,7.7%,i,0.9,3.5,51,-7%,0.5%,-72%
CCC(C)NC(=O)CSc1nc2ccsc2c(=O)n1NC(=O)c1ccccc1 (configuration not stated),i,51,-13%,-2%,-10%,i,0.8,3.7,78,6%,-0.1%,-23%
CC(C)(C)C(=O)Cn1ncc(N2CCOCC2)c(Br)c1=O,i,24,-15%,3%,-2.8%,i,0.4,2.2,42,6%,0.2%,4%
COc1cccc(CC2(CO)CCCN(Cc3ccccc3Cl)C2)c1 (configuration not stated),i,48,-29%,-9%,0.5%,i,0.3,1.9,53,4%,-0.3%,-13%[20 µM]
O=C(NCCCN1CCOCC1)c1cc(-c2cccs2)on1,i,23,-48%,-206%,2.3%,i,2.9,-1.1,74,3%,-0.1%,-19%
CCC(NC(=O)Nc1ncccc1C)(C(F)(F)F)C(F)(F)F,i,17,11%,-6%,1.3%,i,0.4,0.4,39,3%,0.2%,5%
c1ccc(C[n+]2cccc3c4ccccc4ccc32)cc1,i,28,29%,52%,6.4%,?,·,-0.3,32,-18%,-0.1%,-23%
Cc1ccc(CCNC(=O)C2CCCN(S(C)(=O)=O)C2)cc1 (configuration not stated),i,52,-6%,-5%,-6.3%,i,0.6,-0.5,87,0%,-0.1%,19%
O=C(c1cccc2ccccc12)C1CCCN(C(=O)CCCn2cncn2)C1 (configuration not stated),i,12,17%,-3%,·,i,0.5,-1.8,49,6%,0.3%,-5%[20 µM]
O=C(N1CCCCC1)C12CC3CC(CC(C3)C1)C2,i,33,-8%,-28%,5.0%,i,0.6,0.2,48,-4%,0.3%,-53%
O=C(O)c1ccc(N/N=C/c2ccc(-c3ccccc3Cl)o2)cc1,i,13,-93%,-4%,-0.9%,i,0.1,1.4,64,-4%,-0.1%,11%
O=c1/c(=C/c2cn(-c3ccccc3)nc2-c2ccc(F)cc2)sc2nc3ccccc3n12,·,·,-17%,-26%,-2.0%,·,·,·,·,8%,0.0%,-18%
Nc1nonc1-n1nnc(C(=O)N/N=C/c2ccc(O)cc2)c1COc1ccc(F)cc1,i,28,-18%,-9%,5.9%,i,0.4,7.1,67,-3%,0.0%,-32%
CC1(C)CC(NC(=O)C2CCN(S(=O)(=O)c3ccc(F)cc3)CC2)CC(C)(C)N1,i,8,10%,-8%,0.3%,i,2.3,-0.6,58,11%,-0.1%,-5%
Cc1ccccc1Cn1cc(NC(=O)c2nc3ncccn3n2)cn1,i,24,-51%,-43%,-2.2%,i,0.6,3.3,67,9%,0.0%,-15%
O=C(Cn1ccc([N+](=O)[O-])n1)NCc1ccco1,i,14,9%,-23%,4.1%,i,1.3,-0.9,58,11%,-0.1%,-11%
CC(=N)c1c(O)c2ccccc2oc1=O,i,7,3%,9%,4.9%,i,0.3,-1.2,35,-14%,0.3%,3%
COc1cc(C)c(S(=O)(=O)NOCc2ccc([N+](=O)[O-])cc2)c(C)c1C,i,48,13%,5%,-1.9%,i,0.5,0.5,67,7%,0.3%,-17%
CSc1ccccc1OCc1cc(C(=O)N2CCNC(=O)C2)no1,i,28,-8%,-30%,0.8%,i,6.2,0.1,69,-6%,-0.1%,-10%
Cc1ccc(-c2nc3ccc(Cl)cc3c(=O)n2O)cc1,i,62,6%,1%,10%,i,0.8,0.3,82,-2%,-0.1%,-19%
O=C(NCc1ccc2c(c1)OCO2)c1nc(S(=O)(=O)Cc2ccccc2)ncc1Cl,i,8,15%,16%,-0.9%,i,1.6,15,51,65%,-0.1%,26%
COc1ccc(C2=NOC(COC(=O)c3ccc4ccccc4n3)C2)cc1 (configuration not stated),i,23,8%,-16%,-3.1%,i,0.6,-0.6,53,8%,-0.3%,14%
N#Cc1nc(COc2cccc(Cl)c2)oc1N1CCN(c2ccccc2)CC1,i,48,-12%,-1%,-6.6%,i,6.0,1.6,64,7%,0.2%,5%
CCc1ccc(CN(C(=O)c2ccco2)C2CCS(=O)(=O)C2)cc1 (configuration not stated),i,19,-16%,-44%,-1.2%,i,0.6,-0.2,54,-6%,-0.2%,-26%
O=C(COc1ccc(-c2nnco2)cc1)N1CCN(S(=O)(=O)c2ccccc2)CC1,i,21,2%,-30%,11%,i,0.6,-2.9,79,-15%,-1.0%,1%
CC(=O)CCc1oc2ccc(C)cc2c1-c1ccc(C)o1,i,21,8%,-29%,·,i,0.5,4.2,58,-19%,0.2%,-42%[20 µM]
Cc1ccc2nc(NCCc3ccc(Cl)cc3)c3nncn3c2c1,i,29,-7%,-14%,-3.5%,i,0.7,21,81,8%,-0.1%,-10%
Cc1cc(C(=O)CNCc2ccco2)c(C)n1-c1ccc(F)cc1,i,32,-66%,-55%,-2.0%,i,5.3,2.1,46,10%,0.1%,-21%
COc1cc(NC(=O)c2ccc(COCC(F)(F)F)o2)cc(OC)c1OC,i,62,9%,-38%,-1.5%,i,3.6,-0.4,53,9%,-0.1%,23%
Cc1ccc2cc(-c3noc(C4CCCCC4)n3)c(=O)[nH]c2c1,i,39,19%,-4%,0.8%,i,6.6,3.8,92,6%,-0.1%,-7%
COc1ccccc1C(=O)NC(CCSC)C(=O)NCC(c1ccco1)N(C)C (configuration not stated),i,33,-10%,-5%,-2.3%,i,1.2,1.9,100,8%,0.3%,-23%
CC1(C)CC(O)C(CCC(O)c2ccccc2)C(C)(C)N1 (configuration not stated),i,12,-2%,4%,-5.4%,i,0.8,-1.0,44,0%,-0.1%,7%
CCCNC(=O)Cn1cnc2sc(C(=O)N3CCCC(C(=O)OCC)C3)c(C)c2c1=O (configuration not stated),i,44,12%,5%,-4.2%,i,1.0,2.3,55,7%,-0.1%,11%
O=C(NCC1CCCN(Cc2nccs2)C1)c1cccc2ccccc12 (configuration not stated),i,34,0%,-20%,0.3%,i,2.4,0.7,61,4%,-0.2%,4%
Cn1c(CCNC(=O)c2cc(COc3ccc(F)c(F)c3)on2)nc2ccccc21,i,9,-16%,-18%,1.0%,i,0.8,1.5,58,12%,-0.1%,14%
CC(=O)N1c2c(cc(Br)cc2S(=O)(=O)NCc2ccc3c(c2)OCO3)CC1C (configuration not stated),i,19,5%,-8%,-0.2%,i,0.7,-2.0,84,7%,-0.1%,-10%
Cc1ccc(CNC(=O)CNC(=O)[C@@H]2Cc3ccccc3CN2C(=O)OC(C)(C)C)cc1,i,19,4%,-1%,1.1%,i,4.8,0.7,65,0%,-0.1%,-33%
CCCn1c(SCC(=O)Nc2nonc2C)nnc1-c1ccoc1C,i,59,10%,-22%,-5.8%,i,0.8,-1.5,49,12%,-0.1%,6%
CNS(=O)(=O)c1ccc(N2CCCC2=O)c([N+](=O)[O-])c1,i,17,10%,-3%,3.6%,i,0.7,1.8,50,6%,1.1%,11%
Cc1cc(NC(=O)Nc2ccc(Cl)cc2)n(C)n1,i,35,-3%,-7%,-3.9%,i,0.9,0.0,104,-8%,-0.2%,17%
COc1ccc(N2CCN(Cc3cc4c(cc3Br)OCCO4)CC2)cc1,i,41,10%,-11%,1.5%,i,2.9,4.3,49,2%,0.3%,-13%
CCOC(=O)/C(C#N)=C/c1cccc(F)c1,i,14,13%,5%,-2.4%,i,0.1,-0.1,44,15%,0.5%,4%
COc1ccc(-n2nnnc2-c2ccc(S(C)(=O)=O)cc2Cl)cc1,i,50,21%,0%,0.2%,i,0.2,-0.6,101,-2%,0.0%,-34%
COc1ccccc1NC(=O)Cc1csc(N)n1,i,38,7%,-2%,-2.9%,i,3.9,1.2,62,-4%,0.1%,-14%
Cc1cc(C(F)(F)F)nc(-n2cc(-c3ccccc3)nn2)n1,i,60,5%,-27%,-1.5%,i,0.4,3.0,60,7%,-0.2%,-27%
COc1cc(/C=N/NC(=O)CCc2c(C)n[nH]c2C)ccc1O,i,36,14%,-3%,-4.2%,i,3.2,0.3,82,3%,0.3%,26%
COc1cc2c(C(=O)NCc3ccc4c(c3)OCO4)cn(CC(C)C)c(=O)c2cc1OC,i,47,-2%,-17%,-1.0%,i,0.4,-3.1,35,-2%,-0.2%,-13%
Cc1oc(-c2ccccc2Cl)nc1CS(=O)CC(=O)N1CCN(c2ccccc2)CC1 (configuration not stated),i,35,1%,10%,-3.6%,i,1.5,0.4,49,4%,-0.2%,-1%
CCCCN=C1CC(C)(C)CC(=O)/C1=C(/O)CCCN1C(=O)c2ccccc2C1=O,i,28,14%,-18%,-2.6%,i,0.6,0.8,53,7%,0.3%,-3%
Cc1ccc(S(=O)(=O)NCc2n[nH]c(=S)n2C)cc1,i,48,8%,-5%,0.6%,i,2.1,0.5,95,-1%,0.5%,3%
CC(CN(C)C)CN1c2ccccc2CCc2ccccc21 (configuration not stated),i,18,13%,4%,0.0%,i,0.6,2.4,51,-13%,-0.1%,22%
O=c1c(/C=N/OCc2ccc(Cl)cc2Cl)c[nH]n1-c1cccc(Cl)n1,i,57,47%,22%,2.3%,i,0.1,0.4,80,-6%,1.2%,-51%

# By substructure, the compounds so far containing two or more sulfur atoms.
SMILES,T cell modulator,T cell modulator vesicle-bound %,HEK293 NOD2/NF-kB,NOD1 inhibition,KOR beta-arrestin-1,Myeloid diff 2,Myeloid diff 2 GFP+ MAC1+ %,NTR1 agonist,NTR1 agonist cell count 20 µM,GPR55 antagonists,GPR55 beta-arrestin,KOR beta-arrestin-2
CCC(C)NC(=O)CSc1nc2ccsc2c(=O)n1NC(=O)c1ccccc1 (configuration not stated),i,51,-13%,-2%,-10%,i,0.8,3.7,78,6%,-0.1%,-23%
Cc1ccc(S(=O)(=O)NCc2n[nH]c(=S)n2C)cc1,i,48,8%,-5%,0.6%,i,2.1,0.5,95,-1%,0.5%,3%
